# Screening data: PubChem BioAssay, several laboratories
# CDK5 inh = blocks human CDK5/p35 kinase activity. Q00535+Q15078. Recombinant CDK5/p35, ADP-Glo luminescence, 60 min. inhibition, % at 10 µM. 330,000 compounds, 0.01% hits. AID 488839;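 active = highest replicate inhibition of at least 50% and at least 75% of replicates reaching 50%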;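 also: plate controls were DMSO neutral control for no effect and GW8510 at 10 µM for full effect; many of its hits are not listed in these tables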
# Pemphigus Ab inh = inhibitors of pemphigus antibody binding to human desmoglein-3 | 310,000 compounds, 0.48% hits | DSG3-coupled beads, scFv-anti-DSG3-GFP binding, flow cytometry; stronger effect = lower value | AID 588358 | binding (percent of control), % at 10 µM;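 active = binding more than 3 SD below its plate's average and above zero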; also: some compounds called inactive have numbers as strong as hits
# SR-BI HDL uptake = mouse SR-BI HDL lipid transfer inhibition; ldlA[mSR-BI] CHO cells, DiI-HDL uptake fluorescence, 3 h; inhibition, % at 12.5 µM; 320,000 compounds, 0.96% hits; AID 488896;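 active = mean replicate inhibition of at least 70% and a set share of replicates each scoring 70 or more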;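 also: 0% = median of neutral control wells and 100% = median of positive control wells; values of inactives mirror those of a sister screen read the other way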
# Target sequence (Q61009 whole entry, looked up): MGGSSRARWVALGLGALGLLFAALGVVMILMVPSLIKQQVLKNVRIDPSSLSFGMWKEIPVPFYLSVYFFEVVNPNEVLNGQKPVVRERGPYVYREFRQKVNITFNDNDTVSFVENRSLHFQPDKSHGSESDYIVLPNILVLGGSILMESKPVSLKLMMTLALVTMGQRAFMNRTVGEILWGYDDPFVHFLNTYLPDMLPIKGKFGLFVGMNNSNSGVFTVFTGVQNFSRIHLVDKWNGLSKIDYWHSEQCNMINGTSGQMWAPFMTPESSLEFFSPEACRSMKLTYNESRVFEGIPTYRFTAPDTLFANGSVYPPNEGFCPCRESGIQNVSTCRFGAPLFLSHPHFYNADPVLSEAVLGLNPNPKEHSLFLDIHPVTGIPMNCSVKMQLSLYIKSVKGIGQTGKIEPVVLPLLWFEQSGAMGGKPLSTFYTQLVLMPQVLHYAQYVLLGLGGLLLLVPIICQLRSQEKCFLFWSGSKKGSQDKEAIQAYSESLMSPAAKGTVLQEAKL
# Mot1-301 SUMO = SUMOylation pathway inhibition by Mot1-301 growth rescue; S. cerevisiae Mot1-301 growth rescue, ATP luminescence, 38.5C; percent above DMSO median, 100 means doubled; growth rescue, % at 18.8 µM; 320,000 compounds, 1% hits; AID 2716;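 active = every valid replicate shows activation above 250% relative to neutral control wells; inactive = the rest, any valid replicate at or below 250%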;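 also: OY570 slx delta 5 strain wells were the positive control but not used for scaling; some compounds called inactive have numbers as strong as hits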
# MITF TRPM1 HTS = MITF TRPM1 promoter activation in melanoma cells | AID 588334 | 300,000 compounds, 0.75% hits | activation, % at 12.5 µM | SK-MEL-5 TRPM1-promoter luciferase, 24 h; % of positive control, neutral wells = 0;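 active = mean activation of at least 80% with every replicate also reaching 80%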;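 also: 0% = neutral control wells and 100% = parthenolide positive control wells; values of inactives mirror those of a sister screen read the other way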
# SR-BI DiI-HDL act = enhances SR-BI lipid uptake from DiI-HDL | CHO ldlA[mSR-BI] cells, DiI-HDL uptake fluorescence, 3 h; 100 = double the neutral-control signal | activation, % at 12.5 µM | 320,000 compounds, 0.096% hits | AID 504775;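 active = mean replicate activation of at least 60% and every replicate at or above 60%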;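 also: 0% = median plate neutral-control signal and 100% = twice that signal; values of inactives mirror those of a sister screen read the other way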
#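 System: CHO ldlA[mSR-BI] cells / Medium: HEPES-buffered (25 mM, pH 7.4) F12 plus 0.5% BSA / Probe or stimulus: labelled HDL, 10 µg/mL / Doses: single compound concentration, delivered by pin transfer / Schedule: 3 h, 37 °C / Measured by: DiI fluorescence, bottom read / Measure: cell-associated DiI fluorescence as measure of HDL uptake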
# dFosB act = mouse delta FosB homodimer activation; P13346; purified delta FosB, TAMRA-CDK5 oligo fluorescence polarization; percent of positive-control signal above neutral wells; activation, % at 25 µM; 340,000 compounds, 0.99% hits; AID 493131;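 active = mean activation above about 17%, with every replicate also reaching it, limit read from the data, passing the limit was not always enough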;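 also: fluorescence polarization rise as delta FosB binds a TAMRA Cdk5 AP-1 oligo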
# PKA-R1A activ = activates the PKA-R1A holoenzyme complex | P00514+P68181 | PKA-R1A dissociation, Cy5-IP20 fluorescence polarization; scaled: DMSO 0%, 113 µM cGMP 100% | activation, % at 11.4 µM | 340,000 compounds, 0.083% hits | AID 504707;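 active = percent activation above the mean of all tested compounds plus 3 SD, cut at about 19% in these data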;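 also: higher means more PKAc released from R1A so a rise in polarization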
# Arr AP2 block = inhibitors of human beta-arrestin and AP2 interaction | 340,000 compounds, 0.31% hits | FITC-arrestin peptide / GST-AP2 beads, flow cytometry; AP2 beta2 appendage carries R879A mutation | AID 504490 | inhibition, % at 10 µM;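 active = inhibition above a set limit, near 3 SD of compounds lacking own fluorescence, cut at about 54% in these data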;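 also: plate controls were DMSO wells for no effect and 5 µM unlabelled arrestin peptide for full effect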
#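 System: GST-AP2 R879A glutathione beads; medium: PBS, Tween 20 0.05%, BSA 0.1%; reagent: fluorescein-tagged arrestin peptide at 50 nM final; schedule: pre-incubation 12 min, peptide binding 1 h, room temperature; detection: flow cytometry, FL1 (488/535 nm); read-out: inhibition as reduced fluorescein signal on beads, percent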
# NSD2 inh = inhibitors of human histone methyltransferase NSD2; inhibition, % at 12.5 µM; AID 743445; 310,000 compounds, 0.54% hits; NSD2 peptide methylation, AlphaScreen, 120 min; in the data active = inhibition above about 50%
# PKA-R2B act = activators of human PKA-R2B complex; P22694+P31323; PKA-R2B holoenzyme dissociation, Cy5-IP20 fluorescence polarization; R2B truncated from residue 108, S112A mutant; 0% DMSO only, 100% 113 µM cGMP; activation, % at 11.4 µM; 340,000 compounds, 0.079% hits;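 active = activation above a cutoff set at the mean over all compounds plus 3 SD, cut at about 18% in these data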;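 also: higher means more holoenzyme dissociation and a rise in polarization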
# Target sequence (P31323 whole entry, looked up, other chains not shown, the tested form may be a part): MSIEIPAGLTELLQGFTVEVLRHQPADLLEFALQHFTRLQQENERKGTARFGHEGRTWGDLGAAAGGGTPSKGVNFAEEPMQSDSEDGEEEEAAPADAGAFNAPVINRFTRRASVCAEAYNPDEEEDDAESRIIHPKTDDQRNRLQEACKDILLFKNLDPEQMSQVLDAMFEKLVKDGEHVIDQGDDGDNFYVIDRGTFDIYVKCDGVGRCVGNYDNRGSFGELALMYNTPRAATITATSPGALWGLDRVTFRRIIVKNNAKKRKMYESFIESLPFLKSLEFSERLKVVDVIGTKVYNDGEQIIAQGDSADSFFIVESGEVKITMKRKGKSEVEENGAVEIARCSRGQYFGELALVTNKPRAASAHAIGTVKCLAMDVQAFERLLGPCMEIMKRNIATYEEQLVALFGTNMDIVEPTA
# * marks the source's active call; other numbers are inactive results; x = no result given. These rows are one share of the data, so the mix of outcomes need not match the whole.
structure,CDK5 inh,Pemphigus Ab inh,SR-BI HDL uptake,Mot1-301 SUMO,MITF TRPM1 HTS,SR-BI DiI-HDL act,dFosB act,PKA-R1A activ,Arr AP2 block,NSD2 inh,PKA-R2B act
CCOC(=O)C1=C(C)OC(N)=C(C(=O)OC)C12C(=O)Nc1ccc(Br)cc12 (centres undefined),-1.4,100,-11,462,x,11,1,-4,-4,-3,3
C[C@H]1O[C@@H](OC2CC[C@]3(C=O)[C@H]4CC[C@]5(C)[C@@H](C6=CC(=O)OC6)CC[C@]5(O)[C@@H]4CC[C@]3(O)C2)CC2OC(C)(C)OC21 (some centres undefined),1.4,93,8,39,-67,-8,-9,1,21,x,-2
COc1ccc(/C=C/C2=CCN(C)CC2)cc1,0.6,108,-4,19,14,4,0,-15,40,4,-6
c1ccc(Nc2ccc3ccccc3c2)cc1,1.4,101,17,x,95*,-17,-5,-8,7,x,0
CCCCCCN1CCN(c2ccc(Cl)cc2)CC1,0.4,92,3,183,4,-3,-3,-5,2,-1,-5
O=c1[nH]c(=S)n(C2CC2)c(O)c1C=Nc1ccc2c(c1)OCO2,1.9,100,-3,-6,x,3,-4,-2,18,0,5
CCc1ccc(C(=O)C23CN4CN(CN(C4)C2)C3)cc1,0.1,100,-33,351*,15,33,4,-2,6,12,-4
CCN1CCN(Cc2ccc(C)cc2C)CC1,-2.2,x,-10,-9,x,10,3,8,-7,8,-1
COc1ccc(CN2CC3CC(C2)c2cccc(=O)n2C3)cc1OC (centres undefined),-1.5,86,-5,-5,-5,8,3,7,-6,0,-6
O=c1[nH]c(=S)n(C2CC2)c(O)c1C=NCC1CCCO1 (centres undefined),2.0,113,-22,23,-8,22,-5,-13,40,2,0
Cn1c(O)c(C(=O)c2ccccc2)c(=O)n(C)c1=O,1.1,103,x,1,-9,x,-4,1,-5,-2,-12
Cc1cccc(C)c1NC(=O)CN(C)CC(=O)Nc1ccc(C#N)c(Cl)c1,-0.9,109,21,-5,x,-21,-4,-6,2,-4,-2
C[C@H]1CCC[C@@H](O)CCC/C=C/c2cc(O)cc(O)c2C(=O)O1,0.2,92,27,292,-9,-27,-7,-4,-3,0,0
O=C(O)c1ccc([N+](=O)[O-])c([N+](=O)[O-])c1,0.5,96,-9,x,4,9,0,9,-2,0,-1
N#CCCn1cc(C(=O)Nc2ccc(F)cc2)c(-c2ccc([N+](=O)[O-])cc2)n1,-1.6,92,27,28,-5,-27,-9,-7,13,1,-5
CC(=NCCC1=CCCCC1)c1c(O)n(C)c(=O)n(C)c1=O,-0.2,101,20,1,6,-20,-1,-3,6,-1,-1
COC(=O)C1=C(c2cccc(OCc3ccccc3)c2)C[C@@H]2CC[C@H]1N2C(=O)NCCN1CCOCC1,1.2,x,-37,16,-5,37,-1,1,4,x,-12
Cc1ccc(N)c(C(=O)c2ccc(Br)cc2)c1,-0.9,97,8,-2,0,-8,2,-9,1,10,-6
CCC1C2Cn3c(nc4ccccc43)C1N(C)O2 (centres undefined),-1.6,102,-15,-14,5,15,5,-11,6,x,0
COC(=O)C1=C(C)NC(=S)NC1c1ccc(N(CCCl)CCCl)cc1Cl (centres undefined),0.9,83,85*,x,x,-85,-14,4,-5,-1,-9
Cc1cc(OC(C)C(=O)NCc2ccncc2)c2c3c(c(=O)oc2c1)CCCC3 (centres undefined),-0.2,100,-3,14,1,3,-25,2,22,-6,5
CC(C(=O)c1c[nH]c2ccccc12)N1CCc2ccccc2C1 (centres undefined),-0.6,115,13,-5,-16,-13,-8,5,10,3,6
Fc1cccc(CNCCc2c[nH]c3ccccc23)c1,0.6,112,-7,-13,x,7,-8,-9,3,4,0
Cn1c(O)c(C=NC2CCN(Cc3ccccc3)CC2)c(=O)n(C)c1=O,0.2,104,-14,-4,-11,14,-6,5,3,3,6
ClCCN1CCN(c2ccnc3cc(Cl)ccc23)CC1,3.0,97,3,-3,x,-3,3,-7,47,26,5
Cc1[nH]c2c(C(F)(F)F)cccc2c1CCN,1.7,101,-11,-7,-6,11,-6,8,23,x,2
CCC(=NCc1ccco1)c1c(O)[nH]c(=O)[nH]c1=O,0.7,106,-8,298,3,8,-7,7,-2,0,7
Cc1ccc(S(=O)(=O)N2CCC(C(=O)N3CCC4(CC3)OCCO4)CC2)cc1,0.1,107,-18,33,-16,18,5,6,11,-5,11
CCN1CCN(c2ccc(N)cc2C)CC1,1.0,104,-7,6,7,7,8,-4,-19,60*,-7
COC(=O)C1=C(c2ccc(OC(F)(F)F)cc2)C[C@@H]2CC[C@H]1N2C(=O)N1CCC(O)CC1,-0.4,101,-26,9,x,26,0,9,9,x,-1

# Nothing new here: entries from further up.
structure,CDK5 inh,Pemphigus Ab inh,SR-BI HDL uptake,Mot1-301 SUMO,MITF TRPM1 HTS,SR-BI DiI-HDL act,dFosB act,PKA-R1A activ,Arr AP2 block,NSD2 inh,PKA-R2B act
COC(=O)C1=C(C)NC(=S)NC1c1ccc(N(CCCl)CCCl)cc1Cl (centres undefined),0.9,83,85*,x,x,-85,-14,4,-5,-1,-9
Cc1cc(OC(C)C(=O)NCc2ccncc2)c2c3c(c(=O)oc2c1)CCCC3 (centres undefined),-0.2,100,-3,14,1,3,-25,2,22,-6,5
CC(C(=O)c1c[nH]c2ccccc12)N1CCc2ccccc2C1 (centres undefined),-0.6,115,13,-5,-16,-13,-8,5,10,3,6
Fc1cccc(CNCCc2c[nH]c3ccccc23)c1,0.6,112,-7,-13,x,7,-8,-9,3,4,0
Cn1c(O)c(C=NC2CCN(Cc3ccccc3)CC2)c(=O)n(C)c1=O,0.2,104,-14,-4,-11,14,-6,5,3,3,6
ClCCN1CCN(c2ccnc3cc(Cl)ccc23)CC1,3.0,97,3,-3,x,-3,3,-7,47,26,5
Cc1[nH]c2c(C(F)(F)F)cccc2c1CCN,1.7,101,-11,-7,-6,11,-6,8,23,x,2
CCC(=NCc1ccco1)c1c(O)[nH]c(=O)[nH]c1=O,0.7,106,-8,298,3,8,-7,7,-2,0,7
Cc1ccc(S(=O)(=O)N2CCC(C(=O)N3CCC4(CC3)OCCO4)CC2)cc1,0.1,107,-18,33,-16,18,5,6,11,-5,11
CCN1CCN(c2ccc(N)cc2C)CC1,1.0,104,-7,6,7,7,8,-4,-19,60*,-7
COC(=O)C1=C(c2ccc(OC(F)(F)F)cc2)C[C@@H]2CC[C@H]1N2C(=O)N1CCC(O)CC1,-0.4,101,-26,9,x,26,0,9,9,x,-1

# (list continues)
# Letter code – A = CDK5 inh; B = Pemphigus Ab inh; C = SR-BI HDL uptake; D = Mot1-301 SUMO; E = MITF TRPM1 HTS; F = SR-BI DiI-HDL act; G = dFosB act; H = PKA-R1A activ; I = Arr AP2 block; J = NSD2 inh; K = PKA-R2B act
> O=C(C[N+]12CCC(CC1)C(CO)C2)c1ccc(Br)cc1 (centres undefined)
  A = 0.5	B = 102	C = -27	D = -1	E = 4	F = 27	G = -3	H = -3	I = 4	J = 0	K = -1

> O=C1CC=C2C3CC4N(CCC45c4ccccc4N1C25)CC3=CCO (centres undefined)
  A = 0.4	B = 97	C = -12	D = x	E = 10	F = 12	G = 2	H = 0	I = -2	J = -2	K = -12

> Cc1ccc(OCCn2cccc2/C=C2/C(=O)NC(=O)N(Cc3ccco3)C2=O)cc1
  A = 0.3	B = 106	C = 0	D = 415	E = 27	F = 0	G = -5	H = -1	I = -4	J = 15	K = 5

> O=C(Cn1c2c(c(-c3ccccc3Cl)cc1=O)CCC2)N1CCC2(CC1)OCCO2
  A = 0.3	B = 105	C = -5	D = 9	E = 2	F = 5	G = 1	H = -8	I = 3	J = 1	K = -8

> COc1cc2[nH]c(=O)n(-c3ccccc3)c(=O)c2cc1OC
  A = -0.8	B = 98	C = -14	D = -14	E = x	F = 14	G = -3	H = 2	I = 8	J = -3	K = -1

> CC(C)CCC1(CN2CCCC2=O)C(=O)NC(=O)NC1=O
  A = 0.8	B = 101	C = -2	D = 195	E = 8	F = 59	G = -5	H = 2	I = 6	J = 1	K = -4

> O[C@H]1[C@H](O)[C@@H](O)CN2CC[C@H](O)[C@H]12
  A = -1.3	B = 96	C = -8	D = 51	E = 10	F = 8	G = 2	H = 10	I = -7	J = x	K = 4

> CC/C(=N\NC(=O)c1ccccc1Cl)c1c(O)n(C2CCCCC2)c(=O)[nH]c1=O
  A = 0.9	B = 104	C = 9	D = -4	E = 0	F = -9	G = -7	H = -8	I = 13	J = 2	K = -10

> Cc1ccc(-c2cc(-c3ccccc3)cc(-c3ccccc3)[n+]2-c2ccccc2C(=O)O)cc1
  A = 2.2	B = 112	C = -8	D = -1	E = -47	F = 8	G = -14	H = 3	I = -7	J = x	K = 7

> COC(=O)C1=C(c2ccc3ccccc3c2)C[C@@H]2CC[C@H]1N2C(=O)NCc1ccco1
  A = -0.9	B = 101	C = -10	D = -3	E = -5	F = 10	G = -6	H = 7	I = 3	J = x	K = -5
